Compound activity deposited in PubChem by Broad Institute.
ERp5 block = blocks human ERp5 reductase activity on insulin; Q15084; ERp5 insulin aggregation, absorbance 650 nm, 90 min; inhibition, % at 9.99 µM; 350,000 compounds, 0.05% hits;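 active means mean replicate inhibition above about 25%, with every replicate also reaching it, limit read from the data, passing the limit was not always enough; inconclusive means only one of those two criteria met; inactive means neither criterion met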
Target sequence (Q15084 whole entry, looked up): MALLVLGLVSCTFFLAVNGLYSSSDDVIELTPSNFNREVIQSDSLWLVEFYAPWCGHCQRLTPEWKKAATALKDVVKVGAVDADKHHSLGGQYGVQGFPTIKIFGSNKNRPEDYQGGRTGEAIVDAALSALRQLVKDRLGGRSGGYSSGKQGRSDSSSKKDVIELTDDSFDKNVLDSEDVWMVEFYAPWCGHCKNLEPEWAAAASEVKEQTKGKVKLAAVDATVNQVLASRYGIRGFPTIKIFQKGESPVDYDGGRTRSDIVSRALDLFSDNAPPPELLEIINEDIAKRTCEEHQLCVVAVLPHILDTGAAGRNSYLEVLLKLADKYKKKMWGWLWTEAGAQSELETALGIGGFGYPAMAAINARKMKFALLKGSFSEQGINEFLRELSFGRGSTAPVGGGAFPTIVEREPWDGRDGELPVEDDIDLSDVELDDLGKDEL
PAX8 inh HTS = PAX8 transcriptional activity inhibition | AID 652154 | 360,000 compounds, 1.2% hits | inhibition, % at 12.6 µM | RMG-I TPO-luciferase reporter, SteadyGlo, 24 h;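 active means mean replicate inhibition at least 60% with every replicate also reaching 60%; inconclusive means only one of the two criteria is met; inactive means mean below 60% and not all replicates reaching 60%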;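 further: luciferase light reporting Pax8 driven TPO promoter activity; plate controls were median of neutral control wells for no effect and mitoxantrone controls for full effect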
CFTR F508del cor = correctors of CFTR F508del function in bronchial epithelial cells; CFBE cells, YFP halide quenching; stimulated with forskolin plus potentiator P3; % fluorescence drop versus neutral controls; activity (quench increase), % at 7.58 µM; 350,000 compounds, 0.36% hits;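 active means mean added fluorescence quench of at least 8% versus neutral control, with both replicates also reaching 8%; inconclusive means only one of the mean or replicate conditions met; inactive means mean below 8% and not both replicates reaching 8%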;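 further: cells transiently co-express mutant CFTR-F508del with the halide-sensitive YFP; corrector assay measuring rescue of mutant channel to the surface after 24 h compound exposure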
ARNT TACC3 PPI = disrupts binding between human ARNT and TACC3; AID 623870; AlphaScreen His-ARNT PAS-B/GST-TACC3 binding, luminescence; TACC3 fragment carries E629A point mutation; 390,000 compounds, 0.66% hits; Q9Y6A5; inhibition, % at 9.99 µM;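 active means mean inhibition of replicates at least 50% and at least half of replicates each reaching 50%; inconclusive means half or more replicates reach 50% but mean below 50%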;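 further: 0% = complete ARNT plus TACC3 wells and 100% = ARNT alone without TACC3; many hits fall short of the cut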
Xi reactivation = activators of X-chromosome reactivation in mouse fibroblasts. 360,000 compounds, 0.055% hits. AID 743238. activation, % at 7.58 µM. XiGFP mouse fibroblasts, % GFP-positive cells imaging, 3 d; cells co-treated with 5-aza-dC sensitizer; scaled so ellipticine positive control = 100%;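 active means mean normalized replicate activation at least 10% and every replicate at or above 10%; inconclusive means only one of the two criteria met; inactive means mean below 10% and not all replicates reach 10%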;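 further: 0% = median of on-plate neutral control wells and 100% = ellipticine 6 µM median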
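material = 68-5-11 XiGFP fibroblast line | medium = DMEM plus 5-aza-dC sensitizer | schedule = 3 days compound exposure | benchmarks = positive control ellipticine, 6 µM final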
DENV2 CPE = DENV2-induced cell death inhibition; DENV2-infected cells, cytopathic effect rescue, plate reader; CPE inhibition, % at 9.99 µM; 350,000 compounds, 1.7% hits; AID 651640; in the data active means CPE inhibition above about 20%, passing the limit was not always enough; inconclusive means no clear call, values can overlap the other calls; tested in BHK-21 cells;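 further: 0% = median of neutral control wells and 100% = median of positive control wells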
EWS-Fli inh = EWS/Fli transcriptional activity inhibition; AID 651661; inhibition, % at 12.6 µM; A673 NR0B1-luciferase reporter, viability-normalised; 350,000 compounds, 0.67% hits;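 active means mean inhibition of at least 50% after viability correction, with every replicate also passing that limit; inconclusive means mean reaches 50% but only one of two replicates passes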;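 further: firefly luciferase signal divided by Alamar Blue viability fluorescence both relative to DMSO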
INS-1E GSIS act = primary screen for activators of insulin secretion dependent on glucose, INS-1E cells, GLuc reporter luminescence. INS-1E GLuc reporter insulin secretion, 2-3 h. 370,000 compounds, 0.61% hits. activation, % at 16.6 µM;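 active means lowest replicate activation of at least 40%, so every replicate reaches that level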;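 further: 0% = median of neutral control wells and 100% = median of IBMX positive control wells; some compounds called inactive have numbers as strong as hits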
Numbers without * were called inactive; ? = inconclusive; . = not tested or not shown; & = joins results of further samples. Random draw from the library; about 4.2% have a hit in one of these screens.

SMILES	ERp5 block	PAX8 inh HTS	CFTR F508del cor	ARNT TACC3 PPI	Xi reactivation	DENV2 CPE	EWS-Fli inh	INS-1E GSIS act
COc1ccc(S(N)(=O)=O)cc1C(=O)N(C)CC(=O)Nc1ccc(N2CCOCC2)cc1	-5	7	-1.4	2	0.0	?	.	11
COc1ccc(C#Cc2ccc([C@H]3[C@@H](CO)N4C(=O)CN(C(=O)c5cccnc5)C[C@@H]34)cc2)cc1	6	-17	3.6	.	0.3	-2	14	8
COc1ccccc1-c1ccc2n(c1=O)C[C@H]1[C@H](CO)[C@@H](C(=O)O)N(C(=O)c3cccnc3)[C@@H]21	4	-4	1.9	1	-0.1	-12	-5	11
COCC(=O)N(CCc1ccc(OC)c(OC)c1)Cc1cc2cc(C)ccc2nc1Cl	6	11	0.1	-4	0.0	11	-5	9
O=C(CSc1nnc(SCc2cccc3ccccc23)s1)N/N=C/C=C/c1ccccc1[N+](=O)[O-]	.	8	.	16	0.0	.	.	-14
CO[C@@H]1CN(C)C(=O)c2cc(NS(=O)(=O)Cc3ccccc3)ccc2OC[C@@H](C)NC[C@@H]1C	2	19	-4.3	8	0.3	-4	-4	20
Cc1cccc(CCN(C(=O)c2snc(C(N)=O)c2N)C(C(=O)NCC2CCCO2)c2ccc(F)cc2)c1 (stereo not drawn)	4	-9	1.9	5	0.4	-6	-17	-10
CCCCCCOC(=O)Cc1c(C)nc(N)[nH]c1=O	-6	19	-0.3	-6	0.2	-5	3	14
Cc1ccc(S(=O)(=O)c2nnn3c2nc(N2CCC(C(N)=O)CC2)c2ccccc23)cc1C	-17	5	-1.6	10	0.0	-5	-28	17
CC(C)CN(CC(C)C)S(=O)(=O)N1CCC(C(=O)NCCc2ccc(Cl)cc2)CC1	0&0	.	-1.0	-5	.	3	10	-7&-23
Cc1ccc(-c2nc3c4ccccc4ccn3c2Cc2ccccc2C(F)(F)F)cc1	5	-9	-1.1	.	0.0	-11	-4	40
CN1/C(=C\C(=O)c2ccccc2Cl)c2ccccc2CC1(C)C	.	-6	.	0	-0.1	.	.	-7
O=c1c2cn[nH]c2[nH]c(=S)n1-c1cccc2ccccc12	.	20	.	-1	0.1	.	.	4
Cc1ccc(C(=O)NCC(=O)NCC(=O)OCC(=O)c2ccc(Br)cc2)cc1	.	1	.	-6	0.4	.	.	0
CCN(C[C@H]1N[C@@](C)(C(=O)OC)[C@H]2C(=O)N(Cc3ccccc3)C(=O)[C@@H]12)C(=O)c1ccc(C)cc1	4	4	-1.1	5	0.0	2	-6	3
COC(=O)CN1C(=O)COc2ccc(S(=O)(=O)N3CCCCC3)cc21	-8	-2	0.0	.	0.0	6	-1	-6
CC(=O)Oc1ccc(C(=O)Cc2ccc3ccccc3n2)c(O)c1C	0	-95	0.1	0	-0.1	1	55*	7
CCn1c(=O)cc(OCC(=O)Nc2ccc(OC)c(OC)c2)c2ccccc21	0	17	-1.1	-9	0.2	4	-11	7
COc1ccc(-c2ccc([C@@H]3[C@H]4CN(C(=O)NC(C)C)CCCCN4[C@H]3CO)cc2)cc1	1	5	-1.9	-4	-0.1	-8	-6	-8
CS(=O)(=O)Nc1cccc(C2=NN(C(=O)CCC(=O)O)C(c3cccs3)C2)c1 (stereo not drawn)	1	-2	3.0	-1	0.1	2	6	11

Next section; it opens with the two that closed the last part.
SMILES	ERp5 block	PAX8 inh HTS	CFTR F508del cor	ARNT TACC3 PPI	Xi reactivation	DENV2 CPE	EWS-Fli inh	INS-1E GSIS act
COc1ccc(-c2ccc([C@@H]3[C@H]4CN(C(=O)NC(C)C)CCCCN4[C@H]3CO)cc2)cc1	1	5	-1.9	-4	-0.1	-8	-6	-8
CS(=O)(=O)Nc1cccc(C2=NN(C(=O)CCC(=O)O)C(c3cccs3)C2)c1 (stereo not drawn)	1	-2	3.0	-1	0.1	2	6	11
COc1ccc(S(=O)(=O)N(C)C[C@@H]2OCCCC[C@H](C)Oc3ccc(N(C)C)cc3C(=O)N([C@H](C)CO)C[C@@H]2C)cc1	-1	46	2.8	18	0.2	12	1	-11
CCOC(=O)/C(C#N)=C/Nc1ccccc1NS(=O)(=O)c1ccc(C)c(C)c1	2	15	-1.3	-2	-0.1	3	1	13
C[C@@H]1CN([C@@H](C)CO)C(=O)c2cc(-c3cccnc3)cnc2O[C@@H]1CN(C)C	-2	.	-1.0	-5	-0.8	14	-7	-5
CCOC(=O)CNC(=O)CSc1nc(Cc2cccs2)nc2ccccc12	1	.	-3.0	5	.	0	15	47
O=C(CCc1ccccc1)N1CCCN(C(=O)CCc2ccccc2)CC1	.	-9	.	2	0.0	.	.	-7
Cc1cc(C)cc(NC(=O)CCC(=O)Nc2nnc(C(F)(F)F)s2)c1	0	-1	-0.1	-4	0.0	-1	11	.
CC1Cc2ccccc2N1C(=O)CSc1nccc(=O)[nH]1 (stereo not drawn)	22	7	0.7	5	0.1	5	4	6
COc1ccccc1N(C)S(=O)(=O)c1ccc(C(=O)Nc2nc(C)c(C(C)=O)s2)cc1	-19	3	-2.2	4	-0.1	-11	-1	-3
Cc1noc(C)c1NC(=O)N(C)C[C@@H]1Oc2ccc(NC(=O)C3CC3)cc2C(=O)N([C@@H](C)CO)C[C@@H]1C	4	-32	-1.2	2	-1.2	6	-3	-3
CCCc1ccc(C(=O)N2CCN(c3ccccc3OCC)CC2)cc1	-6	.	-0.3	-3	.	.	6	-30
C[C@H](CO)N1C[C@H](C)[C@@H](CN(C)Cc2ccncc2)Oc2ccc(NS(=O)(=O)c3ccc(F)cc3)cc2C1=O	0	-10	2.1	-12	0.0	-4	9	-4
O=c1c2cc([N+](=O)[O-])cc([N+](=O)[O-])c2[nH]n1-c1ccccc1	1	12	3.4	5	0.0	3	-14	.
COc1ccccc1C(=O)NC(=O)COC(=O)c1nccnc1N	6	.	1.8	3	0.1	1	-11	8
COC(=O)N1C(=O)[C@@](Cc2ccccc2)(c2ccccc2)N1C(=O)OC	-2	21	-3.2	3	0.0	-7	1	32
Cc1cccc(N/C(N)=N/c2nc(C)c(Cc3ccccc3)c(=O)[nH]2)c1	-5	-9	-0.5	-1	0.0	14	30	.
O=C1CNC[C@@H]2[C@@H](c3ccc(C#CC4CCCC4)cc3)[C@H](CO)N12	0	-19	-0.8	.	0.3	11	-8	17
COc1cc(/C=N/N(C)C)ccc1OC(=O)c1ccco1	1	-8	1.3	-1	0.3	-3	1	1
O=C(NC1CC2CCCC(C1)N2C(=S)Nc1ccccc1Cl)C1CC1 (stereo not drawn)	-2	9	0.1	-14	0.0	-1	-1	4
Cc1ccc(S(=O)(=O)C2C(=O)N(C)C3(C)CC2c2ccccc2O3)cc1C (stereo not drawn)	3	4	.	7	3.8	6	-3	.
CN(C(=O)COC(=O)c1cc([N+](=O)[O-])ccc1Cl)c1ccccc1	-2	-18	2.8	14	0.0	8	-14	6
C[C@H](CO)N1C[C@H](C)[C@@H](CN(C)C(=O)CCCN(C)C)OCCCC[C@H](C)Oc2ccc(NC(=O)Cc3ccccc3)cc2C1=O	0	-11	-1.0	-8	-0.1	-4	-2	9
COC/C=C/C1=CC2=CC(=O)C(C)(OC(=O)c3cnc4ccccc4n3)C(=O)C2=CN1CCCCO (stereo not drawn)	0	11	-1.7	10	0.0	-7	-13	-10
COC(=O)/C=C/c1ccccc1S(=O)(=O)N(Cc1ccccc1)Cc1ccco1	.	43	8.3*	17	4.4	.	2	7
COc1ccc(-c2cnc3c(c2)C(=O)N([C@@H](C)CO)C[C@@H](C)[C@@H](CN(C)C(=O)C2CC2)O3)cc1	.	.	-1.3	.	0.2	.	-1	3
Cc1ccc(SCCN2CCN(CCc3ccccc3)CCC2=O)cc1	-5	17	0.0	-7	0.2	3	-8	-39
C/C(=N\NC(=O)CN1CCOCC1)C(C)(C)C	1	.	-1.5	0	.	0	0	21
COc1ccccc1N1CCN(C2CC(=O)N(c3cccc(Br)c3)C2=O)CC1 (stereo not drawn)	0	11	-1.3	14	0.0	5	-9	-6
Cc1nn(C(=O)c2cccnc2)c(C)c1Sc1ccccc1	0	8	.	2	0.4	2	-10	.
C[C@@H]1CN([C@@H](C)CO)C(=O)Cc2cc(NC(=O)Nc3ccc(C(F)(F)F)cc3)ccc2O[C@H]1CN(C)Cc1ccc(C(=O)O)cc1	4	-6	-1.1	-15	-1.1	31*	-13	-12
COc1cc(CN2C[C@@H](CO)O[C@@H](n3cnc4c(N5CCN(c6ccccc6)CC5)ncnc43)C2)cc(OC)c1OC	1	-2	-2.0	.	0.0	2	4	.
COc1ccccc1C(=O)N(C)CC(=O)Nc1ccc(N2CCOCC2)cc1	-4	11	-2.7	4	2.2	-1	0	2
CSc1ccc(CNC(=O)C2CCC(=O)N(Cc3cccc(F)c3)C2)cc1 (stereo not drawn)	13	11	1.3	0	0.3	-1	-5	-24
COc1ccc(CC(=O)NCCCCc2ccccc2)cc1OC	4	-2	-0.5	-6	0.3	-2	-6	-20
Cc1ccccc1S(=O)(=O)N1CC(=O)N2[C@H](C1)[C@@H](c1ccc(C#CCC(C)C)cc1)[C@@H]2CO	1	33	2.1	.	0.4	9	2	15
Cc1cc(C(=O)CCC(=O)N2CCN(c3ccccc3O)CC2)c(C)s1	6	8	0.4	2	-0.1	0	4	13
CCc1cc(CNC(=O)CC2C(=O)NCCN2Cc2ccccc2C(F)(F)F)on1 (stereo not drawn)	4	3	-1.2	-4	0.0	1	-3	-14
CCn1cc(CN2CCC(C(=O)Nc3cccc(-c4cccc(Cl)c4)c3)CC2)cn1	-1	.	2.6	.	0.0	-6	7	27
COC(=O)c1ccc(C2OCC(C)(C)CO2)cc1	-5	-34	2.5	-3	0.0	2	12	6
C[C@@H]1CN([C@@H](C)CO)C(=O)Cc2cc(NC(=O)Nc3ccc(F)cc3)ccc2O[C@H]1CN(C)Cc1ccc(C(=O)O)cc1	1	0	3.4	-2	-0.1	6	1	-4
CSc1nc2ccc(NS(=O)(=O)c3ccc(Br)s3)cc2s1	-3	9	1.6	-15	0.0	10	12	-30
O=C(COC(=O)CNC(=O)c1ccccc1)Nc1ccc(Cl)cc1C(F)(F)F	7	-4	.	-9	-0.1	-8	7	-8
C[C@H](CO)N1C[C@H](C)[C@H](CN(C)C(=O)Nc2ccccc2)Oc2ccc(NC(=O)Nc3ccc(F)cc3)cc2CC1=O	0	3	2.5	-4	-0.3	3	-7	-21
Cc1ccc(Cl)cc1N1C(=O)CC(C)(C)CC1=O	4	2	0.5	-3	0.6	12	1	-14
CC1CCN(c2ccc3nnc(CCC(=O)NC(C)C)n3n2)CC1	5	4	-1.7	-16	0.0	-2	7	-14
O=C(/C=C/c1ccc(Cl)cc1)N(Cc1ccccc1)c1ccccn1	8	9	-4.9	-3	0.0	-2	6	1
C[C@@H]1CCCCO[C@@H](CN(C)C(=O)Nc2cccc3ccccc23)[C@H](C)CN([C@H](C)CO)C(=O)c2cc(NC(=O)C3CCCCC3)ccc2O1	5	28	4.8	-3	0.3	-3	-3	-8
COCC(=O)N1C[C@@H]2[C@H](c3ccccc31)[C@H](CO)N2Cc1ccc(OC)cc1	0	8	10*	-5	-0.1	8	10	16
O=C(NC(Cc1ccccc1)C(=O)N1CCCCC1)c1ccccc1 (stereo not drawn)	-6	-7	0.5	6	0.0	1	-11	5
COc1ccccc1C(=O)Nc1ccc2c(c1)C(=O)N(C)[C@@H]1CC[C@@H](CC(=O)NCCc3ccncc3)O[C@H]1CO2	1	1	.	-3	0.1	1	-3	-2
